T cruzi intra: blocks T. cruzi growth inside host cells. intracellular Trypanosoma cruzi in host cells, plate reader. hit rate 4.9% among 22,000. activity score (inhibition), % at 5.01 µM; in the data active means activity score above about 55%;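 further: parasites and compound incubated about four days before reading; 0% = median of neutral control wells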
INS-1E ATP HTS: preserves ATP levels in cytokine-treated INS-1E cells; INS-1E cytokine-induced death, ATP luminescence, 48 h; normalised: neutral wells 0, positive control 100; protection from cytokine-induced ATP loss, % at 10 µM; hit rate 0.1% among 20,000;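 active means mean replicate protection from cytokine-induced ATP loss at least 50% and at least 75% of replicates each reaching 50%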
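Assay system: INS-1E rat cells / Quantity: 8000 cells per well / Medium: RPMI without phenol red, 5% FBS / Probe or stimulus: three-cytokine cocktail (IFN-γ, TNF-α, IL-1β) / Dosing: one compound concentration, pin transfer / Timing: 48 h co-treatment, 10 min post-lysis read / Technique: CellTiter-Glo luminescence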
The depositor's hits bear a star; · = not tested or not shown. Compounds as they come; any-hit rate near 5.1%.

SMILES	T cruzi intra	INS-1E ATP HTS
C[C@@H]1CN([C@@H](C)CO)C(=O)c2cc(NS(=O)(=O)c3ccccc3)ccc2O[C@H]1CN(C)Cc1ccc(C(=O)Nc2ccccc2N)cc1	47	-7
CC(C)NC(=O)Nc1ccc2c(c1)CC(=O)N([C@@H](C)CO)C[C@H](C)[C@@H](CN(C)C)O2	-19	-3
C[C@@H]1CN([C@H](C)CO)C(=O)Cc2cc(NC(=O)Cc3cn(C)c4ccccc34)ccc2O[C@@H]1CN(C)S(=O)(=O)c1ccccc1	48	20
C[C@H]1CN([C@@H](C)CO)C(=O)c2cc(NC(=O)CCC(F)(F)F)ccc2O[C@H]1CN(C)S(=O)(=O)c1ccc(Cl)cc1	-10	3
C[C@@H]1CN([C@@H](C)CO)C(=O)c2cccc(NS(=O)(=O)c3cn(C)cn3)c2O[C@H]1CN(C)Cc1ccc(C(=O)Nc2ccccc2N)cc1	13	-1
CC(C)NC(=O)Nc1cccc2c1O[C@H](CN(C)C(=O)Nc1cccc3ccccc13)[C@H](C)CN([C@H](C)CO)C2=O	-1	9
CC(C)=CCC[C@H](C)C/C=N/NC(=O)c1ccccn1	-9	6
C[C@H](CO)N1C[C@H](C)[C@H](CN(C)C(=O)Nc2ccc3c(c2)OCO3)Oc2ccc(NC(=O)CCN3CCOCC3)cc2CC1=O	-17	4
Cc1ccc(S(=O)(=O)Nc2ccc3c(c2)C(=O)N([C@H](C)CO)C[C@H](C)[C@H](CN(C)C(=O)Nc2ccccc2)O3)cc1	-9	·
C[C@@H]1CN([C@@H](C)CO)C(=O)c2cc(NC(=O)CCN3CCOCC3)ccc2O[C@H]1CN(C)S(=O)(=O)c1ccc(Cl)cc1	6	-3
C[C@@H]1CN([C@@H](C)CO)C(=O)c2cccc(NC(=O)Nc3ccc4c(c3)OCO4)c2O[C@@H]1CN(C)C(=O)Nc1ccc(F)cc1	-16	8
C[C@@H]1CN([C@H](C)CO)C(=O)Cc2cc(NC(=O)CCCCCC(=O)Nc3ccccc3N)ccc2O[C@@H]1CN(C)C(=O)Nc1ccc(F)cc1	-41	4
CNC[C@@H]1Oc2c(NS(=O)(=O)c3cccs3)cccc2C(=O)N([C@H](C)CO)C[C@@H]1C	-4	10
C[C@@H]1CN([C@@H](C)CO)C(=O)c2cc(NC(=O)Cn3cnnn3)ccc2O[C@@H]1CN(C)S(=O)(=O)c1ccccc1	5	2
C[C@@H]1CN([C@@H](C)CO)C(=O)c2cc(NC(=O)Cn3cnnn3)ccc2O[C@H]1CN(C)C(=O)Nc1ccc(C(F)(F)F)cc1	-17	10
C[C@@H]1CN([C@H](C)CO)C(=O)c2cccc(NC(=O)c3cnccn3)c2O[C@H]1CN(C)Cc1ccncc1	5	2
COc1ccc(NC(=O)Nc2ccc3c(c2)C(=O)N([C@H](C)CO)C[C@@H](C)[C@H](CN(C)S(=O)(=O)c2ccc(OC)cc2)O3)cc1	-7	·
C[C@@H]1CN([C@@H](C)CO)C(=O)c2cccc(NC(=O)Nc3ccc(C(F)(F)F)cc3)c2O[C@@H]1CN(C)C(=O)NC1CCCCC1	0	-34
COc1ccc(S(=O)(=O)Nc2ccc3c(c2)C(=O)N([C@@H](C)CO)C[C@H](C)[C@H](CN(C)S(=O)(=O)c2ccc(OC)cc2)O3)cc1	-5	0
C[C@@H]1CN([C@H](C)CO)C(=O)c2cccc(NS(C)(=O)=O)c2O[C@@H]1CN(C)Cc1ccccc1	5	4
C[C@@H]1CN([C@@H](C)CO)C(=O)Cc2cc(NS(=O)(=O)c3cn(C)cn3)ccc2O[C@@H]1CN(C)CC1CCCCC1	-28	-2
CNC[C@@H]1OCCCC[C@@H](C)Oc2ccc(NC(=O)Nc3ccccc3)cc2C(=O)N([C@H](C)CO)C[C@@H]1C	-31	14
C[C@@H]1CN([C@@H](C)CO)C(=O)c2cccc(NS(=O)(=O)c3ccc(F)cc3)c2O[C@@H]1CN(C)Cc1ccc(-c2ccccc2)cc1	66*	-68
C[C@H]1CN([C@@H](C)CO)C(=O)c2cccc(NS(=O)(=O)c3ccc(Cl)cc3)c2O[C@H]1CN(C)S(=O)(=O)c1ccc(Cl)cc1	42	-19
C[C@@H]1CN([C@H](C)CO)C(=O)Cc2cc(NC(=O)Nc3ccc4c(c3)OCO4)ccc2O[C@H]1CN(C)Cc1ccccc1	-15	-8

Quoted from the results shown for reference:
SMILES	T cruzi intra	INS-1E ATP HTS
C[C@H]1CN([C@@H](C)CO)C(=O)c2cccc(NS(=O)(=O)c3ccc(Cl)cc3)c2O[C@H]1CN(C)S(=O)(=O)c1ccc(Cl)cc1	42	-19
C[C@@H]1CN([C@H](C)CO)C(=O)Cc2cc(NC(=O)Nc3ccc4c(c3)OCO4)ccc2O[C@H]1CN(C)Cc1ccccc1	-15	-8

Following part
SMILES	T cruzi intra	INS-1E ATP HTS
C[C@H](CO)N1C[C@H](C)[C@H](CN(C)Cc2ccccc2)Oc2ccc(NC(=O)Nc3ccc(F)cc3)cc2C1=O	7	-26
Cc1ccc(S(=O)(=O)N(C)C[C@H]2Oc3ccc(NC(=O)Nc4ccccc4)cc3CC(=O)N([C@@H](C)CO)C[C@@H]2C)cc1	-15	-6
COc1ccc(NC(=O)N(C)C[C@H]2Oc3c(NS(=O)(=O)c4ccc(C)cc4)cccc3C(=O)N([C@@H](C)CO)C[C@@H]2C)cc1	-18	6
C[C@@H]1CN([C@@H](C)CO)C(=O)c2cccc(NC(=O)C3CC3)c2O[C@H]1CN(C)Cc1ccc(C(=O)O)cc1	13	6
CC(C)NC(=O)N(C)C[C@H]1OCc2cn(nn2)CCCC(=O)N([C@@H](C)CO)C[C@@H]1C	-28	·
Cc1noc(C)c1NC(=O)Nc1ccc2c(c1)C(=O)N([C@H](C)CO)C[C@H](C)[C@@H](CN(C)Cc1ccccc1)OCCCC[C@@H](C)O2	-23	12
C[C@@H]1CN([C@H](C)CO)C(=O)Cc2cc(NC(=O)NC3CCCCC3)ccc2O[C@@H]1CN(C)C(=O)Nc1ccc2c(c1)OCO2	5	1
C[C@@H]1CN([C@H](C)CO)C(=O)c2cccc(NC(=O)c3ccc(-c4nccs4)cc3)c2O[C@H]1CN(C)CC1CCCCC1	17	-34
C[C@@H]1CN([C@H](C)CO)C(=O)c2cccc(NS(=O)(=O)c3ccccc3)c2O[C@@H]1CN(C)CC1CC1	-34	11
C[C@@H]1CN([C@H](C)CO)C(=O)Cc2cc(NC(=O)Cn3cnnn3)ccc2O[C@@H]1CN(C)C(=O)Nc1ccc(F)cc1	-15	-4
C[C@H](CO)N1C[C@H](C)[C@H](CN(C)S(=O)(=O)c2ccc(Cl)cc2)Oc2ccc(NS(=O)(=O)c3ccc(F)cc3)cc2C1=O	63*	-16
C[C@H](CO)N1C[C@H](C)[C@H](CN(C)S(=O)(=O)c2cn(C)cn2)Oc2c(NC(=O)c3nc4ccccc4s3)cccc2C1=O	19	5
C[C@H]1CN([C@@H](C)CO)C(=O)CCCn2cc(nn2)CO[C@@H]1CN(C)S(C)(=O)=O	-4	6
C[C@@H]1CN([C@H](C)CO)C(=O)c2cc(NC(=O)Cc3cn(C)c4ccccc34)ccc2O[C@@H]1CN(C)S(=O)(=O)c1ccc(Cl)cc1	8	0
C[C@H]1CN([C@@H](C)CO)C(=O)c2cc(NS(=O)(=O)c3ccc(Cl)cc3)ccc2O[C@H]1CN(C)C(=O)Nc1ccc2c(c1)OCO2	-2	·
CNC[C@H]1Oc2ccc(N(C)C)cc2C(=O)N([C@@H](C)CO)C[C@H]1C	-14	2
C[C@@H]1CN([C@@H](C)CO)C(=O)c2cccc(NS(=O)(=O)c3cn(C)cn3)c2O[C@H]1CN(C)Cc1ccc(Oc2ccccc2)cc1	-3	-2
Cc1ccc(S(=O)(=O)Nc2ccc3c(c2)C(=O)N([C@H](C)CO)C[C@H](C)[C@@H](CN(C)C(=O)Nc2ccc(F)cc2)OCCCC[C@@H](C)O3)cc1	13	-2
Cc1ccc(S(=O)(=O)Nc2ccc3c(c2)CC(=O)N([C@H](C)CO)C[C@@H](C)[C@H](CN(C)S(=O)(=O)c2ccc(Cl)cc2)O3)cc1	-12	5
C[C@@H]1CN([C@H](C)CO)C(=O)Cc2cc(NC(=O)CCCCCC(=O)Nc3ccccc3N)ccc2O[C@H]1CN(C)Cc1ccc(Oc2ccccc2)cc1	8	-10
Cc1cc(C(=O)Nc2cccc3c2O[C@H](CN(C)CC2CCCCC2)[C@@H](C)CN([C@H](C)CO)C3=O)n(C)n1	42	-16
CC(C)NC(=O)N(C)C[C@@H]1Oc2ccc(NC(=O)CCN3CCOCC3)cc2C(=O)N([C@@H](C)CO)C[C@H]1C	2	5
C[C@@H]1CN([C@H](C)CO)C(=O)c2cccc(NS(=O)(=O)c3cccs3)c2O[C@@H]1CN(C)S(=O)(=O)c1ccccc1	-13	12
Cc1ccc(S(=O)(=O)Nc2cccc3c2O[C@H](CN(C)S(=O)(=O)c2ccc(Cl)cc2)[C@@H](C)CN([C@H](C)CO)C3=O)cc1	-1	8
C[C@H]1CN([C@@H](C)CO)C(=O)c2cc(NC(=O)Nc3ccc(F)cc3)ccc2O[C@@H]1CN(C)C(=O)Nc1ccccc1	13	5

One compound at a time, as listed above.
Record of `Cc1ccc(S(=O)(=O)N(C)C[C@H]2Oc3ccc(NC(=O)Nc4ccccc4)cc3CC(=O)N([C@@H](C)CO)C[C@@H]2C)cc1` → T cruzi intra: -15; INS-1E ATP HTS: -6
Record of `C[C@@H]1CN([C@H](C)CO)C(=O)Cc2cc(NC(=O)CCCCCC(=O)Nc3ccccc3N)ccc2O[C@H]1CN(C)Cc1ccc(Oc2ccccc2)cc1` → T cruzi intra: 8; INS-1E ATP HTS: -10
Record of `CC(C)NC(=O)N(C)C[C@@H]1Oc2ccc(NC(=O)CCN3CCOCC3)cc2C(=O)N([C@@H](C)CO)C[C@H]1C` → T cruzi intra: 2; INS-1E ATP HTS: 5

A second format for 2 compounds above:
compound,T cruzi intra,INS-1E ATP HTS
C[C@@H]1CN([C@H](C)CO)C(=O)Cc2cc(NC(=O)NC3CCCCC3)ccc2O[C@@H]1CN(C)C(=O)Nc1ccc2c(c1)OCO2,5,1
Cc1noc(C)c1NC(=O)Nc1ccc2c(c1)C(=O)N([C@H](C)CO)C[C@H](C)[C@@H](CN(C)Cc1ccccc1)OCCCC[C@@H](C)O2,-23,12

Later entries
SMILES	T cruzi intra	INS-1E ATP HTS
Cc1ccc(S(=O)(=O)Nc2ccc3c(c2)CC(=O)N([C@@H](C)CO)C[C@H](C)[C@@H](CN(C)C(=O)Nc2cccc4ccccc24)O3)cc1	-7	11
COc1ccc(NC(=O)Nc2ccc3c(c2)CC(=O)N([C@@H](C)CO)C[C@H](C)[C@H](CN(C)S(=O)(=O)c2ccc(OC)cc2)O3)cc1	-3	9
COc1ccc(S(=O)(=O)N(C)C[C@H]2OCCCC[C@@H](C)Oc3ccc(NS(=O)(=O)c4ccc(F)cc4)cc3C(=O)N([C@H](C)CO)C[C@@H]2C)cc1	23	-9
COc1ccc(NC(=O)Nc2ccc3c(c2)C(=O)N([C@@H](C)CO)C[C@@H](C)[C@H](CN(C)S(=O)(=O)c2ccccc2)O3)cc1	-5	11
C[C@H]1CN([C@@H](C)CO)C(=O)c2cc(NC(=O)Cn3cnnn3)ccc2O[C@@H]1CN(C)C	-5	8
COc1cccc(S(=O)(=O)N(C)C[C@H]2OCc3cnnn3CCCC(=O)N([C@H](C)CO)C[C@H]2C)c1	-11	5
C[C@@H]1CCCCO[C@H](CN(C)C(=O)Nc2ccc3c(c2)OCO3)[C@@H](C)CN([C@H](C)CO)C(=O)c2cc(NC(=O)CCC(F)(F)F)ccc2O1	-4	5
COc1ccc(CN(C)C[C@@H]2Oc3ccc(NC(=O)c4ccncc4)cc3C(=O)N([C@@H](C)CO)C[C@H]2C)cc1	-12	0
C[C@H](CO)N1C[C@H](C)[C@@H](CN(C)Cc2ccccc2)Oc2c(NC(=O)Nc3ccc(F)cc3)cccc2C1=O	-49	-1
Cc1ccc(S(=O)(=O)Nc2ccc3c(c2)C(=O)N([C@H](C)CO)C[C@H](C)[C@@H](CN(C)C(=O)Nc2ccccc2)OCCCC[C@@H](C)O3)cc1	4	2
C[C@H](CO)N1C[C@H](C)[C@H](CN(C)C)Oc2ccc(NC(=O)Cc3ccccc3)cc2CC1=O	-46	10
C[C@@H]1CCCCO[C@@H](CN(C)Cc2ccc(Cl)c(Cl)c2)[C@@H](C)CN([C@H](C)CO)C(=O)c2cc(NC(=O)C3CCCCC3)ccc2O1	88*	-42
Cc1noc(C)c1NC(=O)Nc1cccc2c1O[C@@H](CN(C)S(C)(=O)=O)[C@@H](C)CN([C@H](C)CO)C2=O	-38	2
Cc1ccc(S(=O)(=O)N(C)C[C@H]2Oc3ccc(NC(=O)CCCCCC(=O)Nc4ccccc4N)cc3C(=O)N([C@H](C)CO)C[C@@H]2C)cc1	3	-1
COc1ccc(NC(=O)N(C)C[C@H]2Oc3ccc(NS(=O)(=O)c4ccc(C)cc4)cc3C(=O)N([C@@H](C)CO)C[C@H]2C)cc1	-5	3
Cc1ccc(S(=O)(=O)Nc2cccc3c2O[C@H](CN(C)C(=O)NC2CCCCC2)[C@@H](C)CN([C@@H](C)CO)C3=O)cc1	-5	3
COc1ccc(CN(C)C[C@H]2Oc3ccc(NS(=O)(=O)c4ccccc4)cc3C(=O)N([C@H](C)CO)C[C@@H]2C)cc1	25	-9

Bioassay records: PubChem, Broad Institute
